Screening results from PubChem BioAssay.
Sm TGR block = inhibitors of Schistosoma mansoni thioredoxin glutathione reductase. Q962Y6. purified TGR, DTNB reduction, TNB absorbance 405 nm. Potency, µM (highest dose often 114 µM), for the others: at the top dose activity change, negative = inhibition, actives largely listed as inhibitors. 360,000 tested, 3% active; further: potency means the concentration at half of the fitted maximal effect; nearly all actives have a fitted effect of over 60% in size
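First, TGR (20 nM dispensed) and NADPH were mixed with compound. Second, a 15 min room-temperature incubation followed. Third, further NADPH and then DTNB were added to start the reaction. Finally, TNB absorbance was monitored kinetically.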
HCV inhibitor = blocks hepatitis C virus; AID 651820; 340,000 tested, 3.4% active; Huh7.5.1 HCVcc-Cre infection, luciferase reporter, 44 h; Potency, µM (top dose mostly 41.8 µM), without a hit: top-dose activity change, negative = inhibition, hits mostly inhibitors; further: potency means the concentration at half of the fitted maximal effect
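Antiviral activity was scored by luciferase reporter output from cells infected with HCVcc-Cre (~0.5 moi) in presence of compound, 44 h infection period, cells seeded 1,000/well 4 h prior.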
AmpC detergent = blocks E. coli AmpC beta-lactamase in detergent assay; AID 485294; Potency, µM (top dose mostly 114 µM), inactives show at the highest dose activity change, negative = inhibition, actives largely listed as inhibitors; 370,000 tested, 0.041% active; P00811; AmpC hydrolysis of nitrocefin, absorbance 480 nm, 0.01% Triton;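 further: potency means the concentration at half of the fitted maximal effect; 0% = no-compound wells and -100% = no-enzyme wells; nearly all actives have a fitted effect of over 25% in size; some results filed as inactive show a strong effect at the top dose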
Target sequence (P00811 whole entry, looked up): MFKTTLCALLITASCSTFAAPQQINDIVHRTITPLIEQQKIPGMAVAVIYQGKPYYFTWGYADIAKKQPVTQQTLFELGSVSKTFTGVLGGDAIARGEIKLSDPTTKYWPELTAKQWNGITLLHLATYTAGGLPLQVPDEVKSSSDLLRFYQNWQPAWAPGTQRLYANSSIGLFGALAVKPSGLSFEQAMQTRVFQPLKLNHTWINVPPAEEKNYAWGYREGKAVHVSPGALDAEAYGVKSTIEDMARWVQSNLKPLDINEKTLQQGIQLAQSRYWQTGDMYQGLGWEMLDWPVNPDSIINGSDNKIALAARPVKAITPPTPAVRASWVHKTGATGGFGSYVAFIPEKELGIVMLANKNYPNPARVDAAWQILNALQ
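AmpC (5.3 nM in the dispensed reagent) in 20 mM phosphate pH 7.0 with 0.01% (detergent screen) or 0.0001% Triton X-100 was preincubated with compounds for 15 min at room temperature. Nitrocefin was then added from an 800 uM solution, and hydrolysis was followed at 480 nm.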
FBPA Giardia inh = inhibitors of Giardia lamblia fructose-1,6-bisphosphate aldolase | 290,000 tested, 0.71% active | purified Giardia FBPA | Potency, µM (top dose mostly 59.6 µM), inactives show top-dose activity, negative = inhibition, hits mostly inhibitors; further: potency means the concentration at half of the fitted maximal effect; nearly all actives have a fitted effect of over 55% in size
Target sequence (A8B2U2 whole entry, looked up): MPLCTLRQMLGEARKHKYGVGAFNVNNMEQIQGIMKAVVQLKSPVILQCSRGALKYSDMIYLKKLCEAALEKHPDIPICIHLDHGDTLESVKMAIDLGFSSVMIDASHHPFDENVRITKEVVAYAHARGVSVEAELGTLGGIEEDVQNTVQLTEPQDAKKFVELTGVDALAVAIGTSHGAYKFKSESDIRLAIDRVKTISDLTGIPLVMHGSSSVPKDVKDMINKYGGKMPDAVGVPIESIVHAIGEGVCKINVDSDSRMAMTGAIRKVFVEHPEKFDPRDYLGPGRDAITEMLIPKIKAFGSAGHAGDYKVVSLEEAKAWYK
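Giardia FBPA (40 nM reagent) was preincubated 10 min at RT with compound (up to 57.5 uM final), then substrate plus GAPDH/TPI/NAD/arsenate coupling system with diaphorase/resazurin was added; resorufin fluorescence (525/598 nm) was read after 20 min.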
AmpC inh no detg = inhibitors of E. coli AmpC beta-lactamase without detergent; AmpC nitrocefin hydrolysis, absorbance 480 nm, 0.0001% Triton; P00811; AID 485341; Potency, µM (doses to about 57.1 µM), without a hit: at the highest dose activity change, negative = inhibition, hits mostly inhibitors; 330,000 tested, 0.52% active;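 further: potency means the concentration at half of the fitted maximal effect; plate controls were no compound for no effect and no enzyme for full effect; nearly all actives have a fitted effect of over 20% in size; some results filed as inactive show a strong effect at the top dose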
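20 mM phosphate pH 7.0 + 0.01% (detergent screen) or 0.0001% Triton X-100; 5.3 nM AmpC reagent; cpd preinc 15 min RT; nitrocefin (800 uM stock) to start; A480 q20 s × 4 min; Activity was normalised to no-enzyme and no-compound control wells.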
HCMV antiviral = human cytomegalovirus inhibition; HFF cells, HCMV-luciferase reporter, 72 h; active compounds read low; activity change, negative = inhibition, % at 57.5 µM; 410,000 tested, 4.5% active; AID 1259415; in the data active means activity change below about -60%; inconclusive means no clear call, values can overlap the other calls; inactive means above about -39%
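Human foreskin fibroblasts infected with luciferase-reporter HCMV at MOI 1 PFU/cell, compounds at two doses. Luciferase measured 72 h post infection; normalized to buffer-only basal and Salinomycin (10uM) controls.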
An asterisk follows results filed as active; ? = inconclusive; . = no result given; & = joins results of further samples; [ ] = remark or other dose. Unless noted, the call rests on the fitted dose curve; in most records, active means well fitted curve in the direction sought with a large enough effect; inconclusive means small, poorly fitted or top-dose-only effect, or another doubt; inactive means no such curve, though single readings can be large; an effect the other way counts as inactive or inconclusive. Unless noted, on the % scale 0 is the no-effect control and ±100 the full control effect. Rows are unselected. About 9.9% of those tested had a hit in this group.

SMILES	Sm TGR block	HCV inhibitor	AmpC detergent	FBPA Giardia inh	AmpC inh no detg	HCMV antiviral
CC(C)(C)n1nc(C2CC2)cc1NC(=O)Nc1ccc(Cl)cc1	-9%	4%	-9%	2%	-20%	33
O=C(NC[C@@H]1CC[C@@H](Cc2ccc(-c3ccccc3)cc2)O1)Nc1ccc(Br)cc1	.	5µM*	.	.	-22%	-26
CCc1nn2c(-c3ccccc3OC)ccnc2c1-c1ccccc1	6%	.	2%	.	.	?
Cc1ncc(COC(=O)C(C)C)c2cc(C(=O)Nc3ccccc3C(F)(F)F)c(=O)oc12	15%	.	4%	.	.	7
CC(=O)c1c(C)[nH]c(C(=O)OCc2ccc([N+](=O)[O-])cc2)c1C	-30%	5.6µM*	-3%	-6%	-7%	-15
Cc1cc(C(=O)N2CCCC(N3CCN(c4cccc(Cl)c4)CC3)C2)n(C)n1 (stereo not drawn)	-2%	.	-8%	.	175%[activator]	-31
COc1ccc(OC)c(NC(=O)CSc2nc3ccccc3cc2Cc2ccccc2)c1	-1%	?	1%	-3%	-36%	6
Cc1ccc(S(=O)(=O)NCCc2nnc3ccc(SCC(=O)Nc4nc5ccccc5s4)nn23)cc1	-6%	16%	2%	13%	-2%	.
COC(=O)C1=C(c2ccc3ccccc3c2)C[C@@H]2CC[C@H]1N2C(=O)N1CCCCC1	33%	7.9µM*	-4%	.	112%[activator]	-39
O=c1c2ccccc2nc(-c2ccccc2)n1-c1nccs1	0%	-8%	-9%	0%	-22%	29
O=C(NN=C1CCCCCCC1)C(=O)NC1CCCCC1	?	14%	-6%	-3%	-6%	-9
O=C(Nc1ccc2c(c1)OCCO2)c1cccc(S(=O)(=O)N2CCCCC2)c1	0%	.	-4%	-9%	-29%	?
COc1ccc2[nH]cc(CCNC(=O)c3ccc([N+](=O)[O-])cc3)c2c1	8%[57.1 µM]	?	-10%	-4%	-23%	-21
Cc1ccc(S(=O)(=O)/N=C(\Nc2cccc(C)c2)Nc2nc(C)cc(C)n2)cc1	5%	8%	4%	8%	-21%	13
CCc1ccccc1NC(=O)c1ccc(NS(C)(=O)=O)cc1	.	-19%	-1%	-1%	-17%	-29
COC(=O)[C@H](Cc1ccccc1)NC(=O)N1CCCCC1C (stereo partly drawn)	2%	-3%	?	8%	1%	0
CCN(CC)S(=O)(=O)c1ccc(NS(=O)(=O)c2cccc(C)c2)cc1	16%[11.4 µM]	8%	?	1%	-32%	-5
O=C(COc1cccnc1[N+](=O)[O-])NCCc1ccc(Cl)cc1Cl	-3%	8%	1%	-2%	30%	-64*
Fc1ccccc1N1CCN(c2nc3ccccc3n3nnnc23)CC1	4%	22%	-2%	14%	-2%	-9
COc1cccc(C(C(=O)NC2CCCC2)N(Cc2cccnc2)C(=O)Cc2cccs2)c1 (stereo not drawn)	-3%	?	-4%	6%	3%	?
Fc1cccc(C2NCc3ccccc3-n3cccc32)c1 (stereo not drawn)	11%	4%	-4%	4%	-47%	?
CCOc1ccccc1Nc1ncccc1C(=O)N1CCCC1	-4%	5%	0%	3%	?	?
CCOC(=O)C1(Cc2ccccc2)CCCN(Cc2ccccn2)C1 (stereo not drawn)	-17%	12%	-5%	0%	59%	18
Cc1noc(C)c1S(=O)(=O)NCCc1csc2nc(-c3ccc(Cl)cc3)nn12	7%	.	1%	.	.	40
Cc1ccccc1C(=O)NC(=S)Nc1ccc(N2CCOCC2)cc1	?	-1%	-1%	-6%	-13%	43
c1cncc(C2CCCCN2Cc2ccc3c(c2)OCO3)c1 (stereo not drawn)	-1%	9%	?	-14%	-42%	-2
Cc1ccc(C(=O)OCC(=O)Nc2ccc(S(N)(=O)=O)cc2)c(O)c1	7%	-21%	-3%	8%	-27%	-29
O=C(NC(=S)Nc1ccc2oc(=O)ccc2c1)c1cc2ccccc2o1	1%	-14%	1%	3%	-3%	6
COc1ccc(NC(=O)C23CC4CC(C2)CC(n2cnc(Br)n2)(C4)C3)c(OC)c1	0%	-20%	-4%	18%	21%	-20
Cc1ccc(NC(=O)CCSc2ccccn2)cc1	0%	-10%	-12%	0%	-14%	-12
CC(=O)N/N=c1\sc2ccccc2n1C	-9%	3%	?	3%	4%	16
CN(C)c1nc(-c2ccccc2)c2cnn(Cc3ccccc3)c2n1	0%	?	?	1%	-13%	19
CCOc1c(Cl)cc(CNCCc2c[nH]c3ccccc23)cc1OC	-32%	22µM*	-1%	-6%	113%[activator]	10
CCN(CC)S(=O)(=O)c1ccc(-c2nnc(SCC(=O)Nc3ccc4c(c3)OCO4)o2)cc1	0%	-3%	-12%	3%	-16%	19
CCOC(=O)c1csc(NC(=O)CSc2nnnn2-c2ccc(OC)cc2)n1	9%	-12%	-7%	5%	-47%	13
O=S(=O)(NCc1cccnc1)c1ccc(Cl)s1	13%	8%	-3%	.	-10%	.

Pulled by compound from above (3):
SMILES	Sm TGR block	HCV inhibitor	AmpC detergent	FBPA Giardia inh	AmpC inh no detg	HCMV antiviral
O=C(NN=C1CCCCCCC1)C(=O)NC1CCCCC1	?	14%	-6%	-3%	-6%	-9
O=C(NC(=S)Nc1ccc2oc(=O)ccc2c1)c1cc2ccccc2o1	1%	-14%	1%	3%	-3%	6
CC(=O)N/N=c1\sc2ccccc2n1C	-9%	3%	?	3%	4%	16

Next section
SMILES	Sm TGR block	HCV inhibitor	AmpC detergent	FBPA Giardia inh	AmpC inh no detg	HCMV antiviral
CCCOc1ccc(C(=O)c2nc3c(n2O)CCCCC3)cc1	0%	-15%	?	-19%	-5%	-10
O=C(NCn1ccc(=O)[nH]c1=S)c1ccccc1	21%	6%	-14%	?	-11%	7
CC(=C/c1ccc(C(C)C)cc1)/C=N/NC(=O)c1ccncc1	-1%	?	-11%	-2%	-4%	-21
C=C[C@@H]1c2cccc(C)c2N(S(=O)(=O)c2ccc(C)cc2)[C@H](c2ccccc2)C1(C#N)S(=O)(=O)c1ccccc1 (stereo partly drawn)	.	-22%	.	.	-12%	-11
COc1cccc(-c2nnc(SCC(=O)N3CCC(C)CC3)o2)c1	9%	.	10%	.	.	-10
CSc1ccc(CN(C)C(=O)CSCC(=O)Nc2cc(C)on2)cc1	-17%	-6%	-8%	.	-8%	-2
Cc1cc(Cl)c2oc(C(=O)N(C)CC3CCOCC3)c(C)c2c1	-16%	-11%	-4%	0%	147%[activator]	-4
COc1ccc(S(=O)(=O)N(CC(=O)NCc2ccncc2)c2ccc(C)cc2)cc1OC	-10%	12%	?	1%	23%	-21
CC1(C)NC(=O)N(CCCCOc2ccc(Br)cc2Cl)C1=O	0%	-5%	?	0%	93%[activator]	5
O=C(c1cccc(S(=O)(=O)N2CCCC2)c1)c1cccc(S(=O)(=O)N2CCCC2)c1	-13%	?	-16%	6%	-13%	-74*
COc1ccc(S(=O)(=O)NCc2ccccn2)cc1NC(=O)c1ccccc1C	-8%	22%	-7%	.	10%	30
Cc1ccc2nc(N3CCN(C(=O)c4ccco4)CC3)sc2c1	0%	?	?	.	32%	31

Arranged by length of the SMILES (smallest number first): 4 of the compounds above
SMILES	Sm TGR block	HCV inhibitor	AmpC detergent	FBPA Giardia inh	AmpC inh no detg	HCMV antiviral
O=C(NCn1ccc(=O)[nH]c1=S)c1ccccc1	21%	6%	-14%	?	-11%	7
CCCOc1ccc(C(=O)c2nc3c(n2O)CCCCC3)cc1	0%	-15%	?	-19%	-5%	-10
Cc1ccc2nc(N3CCN(C(=O)c4ccco4)CC3)sc2c1	0%	?	?	.	32%	31
O=C(c1cccc(S(=O)(=O)N2CCCC2)c1)c1cccc(S(=O)(=O)N2CCCC2)c1	-13%	?	-16%	6%	-13%	-74*

New compounds follow
SMILES	Sm TGR block	HCV inhibitor	AmpC detergent	FBPA Giardia inh	AmpC inh no detg	HCMV antiviral
CCOc1ccc(C(=O)Nc2cccc3cccnc23)cc1	5%	10%	-15%	-9%	-22%	3
CCOc1ccc(S(=O)(=O)/N=C(/Nc2ccc(S(N)(=O)=O)cc2)c2ccccc2)cc1	.	-14%	.	.	-31%	-103*
CCN1CCN(c2nc(NCCO)c3ccccc3n2)CC1	15%	-4%	-3%	?	-11%	-20
Cc1ccc(S(=O)(=O)N2CCC(C(=O)O)CC2)cc1C(=O)O	-5%	10%	-6%	8%	-6%	23
CCCCn1c(=O)c(C(=O)NCCc2ccccc2)c(O)c2ccccc21	3%	?	-1%	10%	-19%	-24
COc1ccc2c(c1OC)C(=O)N(c1ccc3c(c1)CCC3)C2=O	-7%	8%	1%	3%	-24%	-22
Cc1ccc(-c2ccc(C#N)c(=O)n2CC(=O)N(C)C)cc1	6%	-1%	6%	-7%	-1%	-70*
Cc1cc(OCC(=O)Nc2ncn[nH]2)ccc1Cl	-5%&0%	0%	1%&1%	.	2%	3&25
O=C(NCc1ccccc1)c1ccc(S(=O)(=O)N2CCCC2)cc1	5%	.	1%	2%	-20%	-5
COc1ccc(S(=O)(=O)Nc2cc(C)on2)cc1NC(C)=O	2%	13%	-7%	.	-13%	61
O=C1C(=O)N(CCCc2ccccc2)c2ccccc21	11%	-22%	-13%	-9%	?	.
CCC1(C)CC(C(CC(=O)O)c2ccc(C)cc2)CCO1 (stereo not drawn)	2%	22%	0%	11%	-10%	-40
Cc1cccc(CSc2nc3nc(C)cc(C)n3n2)c1	9%	5%	-14%	2%	8%	-8
OC(CN1CCN(c2ccccc2)CC1)Cn1c2ccccc2c2ccccc21 (stereo not drawn)	-2%	2%	?	-7%	-26%	-15
CC(C)Nc1nc(-c2cccnc2)nc(-c2ccccc2)c1C#N	3%	?	-12%	-1%	-9%	.
COc1cc(C=O)ccc1OCc1c(C)noc1C	5%	16%	-2%	3%	-12%	18
OCC[C@H]1C[C@@H](O)[C@H](O)[C@@]2(CCCc3ccccc3O2)O1	-22%	?	-7%	.	-10%	0
CCN(CCCNC(=O)c1cc2c(=O)n(CC)c3ccccc3c2s1)Cc1ccccc1	1%	.	8%	.	.	-83*
CC(C(=O)N=c1sc2ccccc2n1C)N1C(=O)C2CC=CCC2C1=O (stereo not drawn)	5%	?	2%	?	4%	84
O=C(c1ccco1)N1CCN(C(=S)Nc2cc(F)cc(F)c2)CC1	-32%	-24%	1%	-19%	-6%	-10
COC(=O)[C@H](C)NC(=O)NCc1ccc(S(N)(=O)=O)cc1	0%	18%	-11%	3%	-18%	13
COc1ccc(-c2cc(C)nc3c(-c4ccccc4)cnn23)cc1	11%	11µM*	2%	-1%	-9%	37
O=C(O)Cn1cc(/C=N/NC(=O)c2cc3cc(Br)ccc3o2)c2ccccc21	0%	18%	-3%	11%	-60%	0
C[C@]12CC[C@H](O)CC1=CCC1C2CC[C@@]2(C)C1CC[C@@H]2NC(=O)[C@@H](N)Cc1ccccc1 (stereo partly drawn)	.	?	.	.	-9%	18
C=CCn1c(-c2ccccc2)n[nH]c1=S	-15%	2%	10%	-19%	-12%	1
Cc1cccc(NC(=O)CSc2nc(-c3cccs3)nc3cc(=O)[nH]n23)c1	1%	.	-4%	.	.	-21
Cc1ccc(-c2cc(-c3ccccc3Cl)c(C#N)c(N)n2)o1	?	?	-13%	?	-31%	-37
O=C(c1ccccc1)N1CCC(CC2CC(c3cccc(Br)c3)=NO2)(C(=O)NCC2CCCCC2)CC1 (stereo not drawn)	-1%	7%	-7%	4%	53%	.
